Assay outcomes: PubChem, several laboratories
PMI act = increases human mannose-6-phosphate isomerase activity. activation factor at 20 µM. P34949. 0.005% of 190,000 active. purified human PMI, coupled resazurin fluorescence, 20 min; stronger effect = higher value; 1 = vehicle control, 0 substrate-free wells;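 active = activation factor of 2 or more at 20 µM, relative to plate controls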
PPARg SRC-1 ag = agonists of human PPARgamma SRC-1 coactivator recruitment. P37231. PPARgamma-SRC-1 coactivator recruitment biochemical assay. 0.41% of 200,000 active. activation, % at 8 µM; in the data active = activation above about 19%;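 also: 0% = DMSO and 100% = reference agonist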
Target sequence (P37231 whole entry, looked up): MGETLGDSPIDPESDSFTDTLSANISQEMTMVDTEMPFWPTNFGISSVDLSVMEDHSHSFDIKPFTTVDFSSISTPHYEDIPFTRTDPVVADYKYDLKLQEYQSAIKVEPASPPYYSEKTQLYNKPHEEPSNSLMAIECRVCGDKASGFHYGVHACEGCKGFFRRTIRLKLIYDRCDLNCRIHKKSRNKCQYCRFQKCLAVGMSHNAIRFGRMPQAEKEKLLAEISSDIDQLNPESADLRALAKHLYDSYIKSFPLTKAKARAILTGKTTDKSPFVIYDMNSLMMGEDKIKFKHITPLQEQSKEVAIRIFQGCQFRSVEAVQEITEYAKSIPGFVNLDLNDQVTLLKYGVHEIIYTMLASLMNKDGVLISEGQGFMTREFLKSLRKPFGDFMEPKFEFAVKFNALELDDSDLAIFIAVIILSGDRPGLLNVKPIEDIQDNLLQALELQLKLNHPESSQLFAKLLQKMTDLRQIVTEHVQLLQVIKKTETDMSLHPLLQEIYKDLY
Diaph act CS = counter-screen for diaphorase-based assays: diaphorase activators and chemical reducers; Diaphorase/resazurin coupled assay, resorufin fluorescence, 16 min; stronger effect = higher value; 1 = vehicle wells, 0 = NADH-free wells; activation factor at 20 µM; 0.005% of 190,000 active; AID 1229;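 active = diaphorase activity raised at least twofold by the compound at 20 µM; inactive = activation factor below 2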
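test system = bacterial diaphorase enzyme (C. kluyveri) | quantity = enzyme 0.07 U/mL final | reagent = NADH substrate 0.114 mM plus resazurin dye 0.1 mM, final | incubation = 16 min enzyme reaction, ambient temperature | buffer or medium = HEPES pH 7.4 buffer with MgCl2 and Tween 20 | signal = fluorescence of resorufin, 544 nm excitation, 590 nm emission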
PPARg SRC-2 ag = PPARgamma-driven SRC-2 recruitment agonism; PPARgamma LBD-SRC-2 recruitment, biochemical; P37231; AID 1032; activation, % at 8 µM; 0.34% of 200,000 active; in the data active = activation above about 22%;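 also: 0% = vehicle and 100% = reference agonist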
Diaph inh CS = diaphorase inhibition or chemical oxidation counter-screen; 0.69% of 190,000 active; inhibition, % at 20 µM; diaphorase resazurin-to-resorufin fluorescence, NADH, 16 min; bacterial (C. kluyveri) enzyme, not human;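 active = primary screen inhibition at 20 µM above a set limit, cut at about 50% in these data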;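 also: plate controls were DMSO with full reaction for no effect and wells lacking NADH for full effect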
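Assay system: diaphorase enzyme from Clostridium kluyveri. Quantity: enzyme working solution with 0.14 U/mL diaphorase. Schedule: reaction incubation of 16 min at room temperature. Technique: resorufin fluorescence, excitation 544 nm, emission 590 nm. Controls: No-NADH positive control and DMSO neutral control.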
S1P3 antag = S1P3 (human) receptor antagonism. Q99500. CHO S1P3 NFAT-BLA reporter, FRET fluorescence, antagonist mode. inhibition, % at 4.98 µM. 0.27% of 170,000 active;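 active = inhibition above the plate cutoff, the mean inhibition of test wells on that plate plus 3 SD, cut at about 28% in these data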;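 also: cells challenged with S1P at its EC80 of 0.8 µM; blue over green emission ratio from cleaved BLA substrate after 4 h stimulation; 0% = S1P-stimulated wells and 100% = unstimulated DMSO-only wells; some compounds past the cut are filed as inactive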
Target sequence (Q99500 whole entry, looked up): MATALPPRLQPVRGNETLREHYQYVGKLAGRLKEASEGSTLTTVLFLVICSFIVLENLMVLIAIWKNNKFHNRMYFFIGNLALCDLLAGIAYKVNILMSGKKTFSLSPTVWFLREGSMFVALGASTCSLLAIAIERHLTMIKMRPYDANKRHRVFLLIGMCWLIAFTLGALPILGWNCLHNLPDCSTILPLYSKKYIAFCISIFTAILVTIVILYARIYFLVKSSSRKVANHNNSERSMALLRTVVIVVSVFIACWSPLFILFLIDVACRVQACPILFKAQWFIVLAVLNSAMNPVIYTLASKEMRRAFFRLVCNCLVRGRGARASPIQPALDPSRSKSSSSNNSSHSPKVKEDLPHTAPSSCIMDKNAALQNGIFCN
TR-FRET SRC-2 ct = TR-FRET artefact, counter-screen to PPARgamma/SRC-2 agonist assay. stronger effect = higher value. TR-FRET ratio at 8 µM. 0.4% of 200,000 active. AID 1049; in the data active = TR-FRET ratio above about 2000; also: inactives centre near 1500
G6PDH CS = L. mesenteroides G6PDH inhibition counter-screen; Purified L. mesenteroides G6PDH, diaphorase/resazurin coupled fluorescence, 45 min; inhibition, % at 5 µM; 0.12% of 200,000 active; AID 1020; in the data active = inhibition above about 50%
ROMK mod = modulators of human ROMK potassium channel; P48048; Tet-inducible ROMK, thallium flux fluorescence; actives lie on both sides; B-score at 10 µM; 2% of 130,000 active; AID 1918;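 active = signal ratio slope over the read window, or its plate-corrected B-score, at least 3 SD from the plate mean, either direction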;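 also: B-score of the F/F0 ratio slope over 7 to 12 s after thallium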
PMI act satM6P = increases human PMI activity with near-saturating mannose 6-phosphate | coupled PMI enzyme assay, resazurin fluorescence, 20 min; stronger effect = higher value; 1 = untreated enzyme, 0 = substrate-free blank | activation factor at 20 µM | 0.34% of 190,000 active | AID 1216;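 active = activation factor of 2 or more at 20 µM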
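Material: human phosphomannose isomerase with PGI, G6PDH, diaphorase coupling enzymes / Reagent: Man-6-P substrate 1.0 mM / Dosing: single compound dose of 20 µM, 1% DMSO final / Incubation: enzyme reaction with compound 20 min at room temperature / Signal: resorufin fluorescence (Ex 544/Em 590 nm) from resazurin via diaphorase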
PPARg SRC-3 ag = agonists of human PPARgamma SRC-3 coactivator recruitment; biochemical PPARgamma/SRC-3 coactivator recruitment assay; activation, % at 8 µM; 0.26% of 200,000 active; P37231; in the data active = activation above about 23%;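 also: 0% = DMSO and 100% = reference agonist; some compounds past the cut are filed as inactive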
Active calls of the source: *; x = not tested or not shown.

Sample of the layout, 7 compounds:
SMILES	PMI act	PPARg SRC-1 ag	Diaph act CS	PPARg SRC-2 ag	Diaph inh CS	S1P3 antag	TR-FRET SRC-2 ct	G6PDH CS	ROMK mod	PMI act satM6P	PPARg SRC-3 ag
O=C(CSc1nnc2c(Cl)cc(C(F)(F)F)cn12)N(Cc1ccccc1)Cc1ccccc1	0.9	0	0.8	-3	15	-6	1755	18	-0.29	1	4
Cc1nnc(SCC(=O)c2c(N)n(C)c(=O)n(C)c2=O)[nH]c1=O	1.1	x	0.9	x	9	-17	x	2	x	1	x
O=C(CN(Cc1ccc(Cl)c(Cl)c1)S(=O)(=O)c1ccccc1)N/N=C\c1ccc2c(c1)OCO2	0.9	-5	0.8	-2	20	x	1592	1	0.57	0.9	-4
CNC(=O)c1ccc(=O)n(Cc2cccc(C(F)(F)F)c2)c1	1	-4	1	-2	1	-5	1398	8	-0.18	1.1	0
O=C1CN(C(=O)COC(=O)C23CC4CC(CC(O)(C4)C2)C3)c2ccccc2N1	0.9	5	0.9	-7	9	-8	1425	-5	1.6	1	-4
Cc1c(C)c2cc(Cl)c(O)c(CN3CCCCC3)c2oc1=O	1.2	1	1	0	0	x	1628	7	-0.19	1.2	-12
C=CCn1c(SCC(=O)N2CCCCC2)nnc1-c1ccncc1	1	2	1.1	0	-7	-22	1659	12	1	1	0

All compounds of this part, from the start:
SMILES	PMI act	PPARg SRC-1 ag	Diaph act CS	PPARg SRC-2 ag	Diaph inh CS	S1P3 antag	TR-FRET SRC-2 ct	G6PDH CS	ROMK mod	PMI act satM6P	PPARg SRC-3 ag
O=C(CSc1nnc2c(Cl)cc(C(F)(F)F)cn12)N(Cc1ccccc1)Cc1ccccc1	0.9	0	0.8	-3	15	-6	1755	18	-0.29	1	4
Cc1nnc(SCC(=O)c2c(N)n(C)c(=O)n(C)c2=O)[nH]c1=O	1.1	x	0.9	x	9	-17	x	2	x	1	x
O=C(CN(Cc1ccc(Cl)c(Cl)c1)S(=O)(=O)c1ccccc1)N/N=C\c1ccc2c(c1)OCO2	0.9	-5	0.8	-2	20	x	1592	1	0.57	0.9	-4
CNC(=O)c1ccc(=O)n(Cc2cccc(C(F)(F)F)c2)c1	1	-4	1	-2	1	-5	1398	8	-0.18	1.1	0
O=C1CN(C(=O)COC(=O)C23CC4CC(CC(O)(C4)C2)C3)c2ccccc2N1	0.9	5	0.9	-7	9	-8	1425	-5	1.6	1	-4
Cc1c(C)c2cc(Cl)c(O)c(CN3CCCCC3)c2oc1=O	1.2	1	1	0	0	x	1628	7	-0.19	1.2	-12
C=CCn1c(SCC(=O)N2CCCCC2)nnc1-c1ccncc1	1	2	1.1	0	-7	-22	1659	12	1	1	0
COc1cc(/C=C(\C#N)C(=O)NCC2CCCO2)cc(OC)c1OC (centres undefined)	0.9	19	0.9	3	13	-5	1547	17	-0.48	0.8	10
COc1ccc(OC)c(Cc2nnc(CCC(=O)N3CCCCC3c3nccs3)o2)c1 (centres undefined)	0.9	-4	0.9	-6	13	-6	1402	0	-0.6	1	2
CC(/C=N/NC(=O)NC1CCCCC1)=C\c1ccccc1	0.8	-1	0.7	7	26	13	2081*	8	0.72	0.8	2
Nc1ccc(S(=O)(=O)c2ccc(N)cc2)cc1	1	1	0.9	8	7	9	1483	5	x	1	1
CS(=O)(=O)N1CCc2cc(C(=O)N3CCCCC3)ccc21	1.1	-6	1.1	5	-8	11	1535	-5	-0.031	1.1	-6
CCOC(=O)N1CCN(C(=O)CSCC(=O)Nc2nc(-c3ccc(C)cc3)cs2)CC1	0.9	2	1	6	1	x	1436	-25	x	1	-1
CC(=O)Nc1ccc(S(=O)(=O)NCC(C)NS(=O)(=O)c2ccc(NC(C)=O)cc2)cc1 (centres undefined)	1	-6	0.9	-5	9	-3	1266	5	x	1	-11
CCC(=O)Nc1cccc(-c2cn3ccsc3n2)c1	0.9	6	0.9	-1	12	-2	1613	7	0.37	1	9
O=C(c1ccc(-n2nc(C(F)(F)F)c3c2CCCC3)cc1)N1CCOCC1	1	3	1.1	10	-6	-3	1541	-3	0.16	1	8
O=C(C1CCN(S(=O)(=O)c2cccc3nsnc23)CC1)N1CCc2ccccc2C1	0.9	8	0.9	1	14	-21	1547	10	x	0.9	-5
CCCCCn1c(=NC(C)=O)c(C#N)cc2c(=O)n3ccccc3nc21	1.1	1	0.9	10	6	-5	1666	7	x	1.3	9
CCCCCCCc1nn2c(=O)cc(O)nc2s1	1	8	0.9	1	7	-4	1640	8	x	1.1	4
COc1ccc(-c2nc(-c3ccccc3)c(-c3cccs3)[nH]2)cc1OC	0.9	10	1	12	4	x	1638	10	-0.16	1	16

Grouped by structure: the entries above containing a Cl atom
SMILES	PMI act	PPARg SRC-1 ag	Diaph act CS	PPARg SRC-2 ag	Diaph inh CS	S1P3 antag	TR-FRET SRC-2 ct	G6PDH CS	ROMK mod	PMI act satM6P	PPARg SRC-3 ag
O=C(CSc1nnc2c(Cl)cc(C(F)(F)F)cn12)N(Cc1ccccc1)Cc1ccccc1	0.9	0	0.8	-3	15	-6	1755	18	-0.29	1	4
O=C(CN(Cc1ccc(Cl)c(Cl)c1)S(=O)(=O)c1ccccc1)N/N=C\c1ccc2c(c1)OCO2	0.9	-5	0.8	-2	20	x	1592	1	0.57	0.9	-4
Cc1c(C)c2cc(Cl)c(O)c(CN3CCCCC3)c2oc1=O	1.2	1	1	0	0	x	1628	7	-0.19	1.2	-12

The listing continues.
SMILES	PMI act	PPARg SRC-1 ag	Diaph act CS	PPARg SRC-2 ag	Diaph inh CS	S1P3 antag	TR-FRET SRC-2 ct	G6PDH CS	ROMK mod	PMI act satM6P	PPARg SRC-3 ag
COc1ccc(NC(=O)Nc2nnc(CC(=O)NCc3ccccc3)s2)cc1	1	6	1	2	1	5	1724	3	1.4	1	-2
CC(C)(C)NC1=CC(=O)OC12CCCCC2	1	5	0.9	-5	12	-6	1458	1	x	1	-8
COc1cccc(N2CC(C)Cn3c2nc2c3c(=O)n(CCN3CCOCC3)c(=O)n2C)c1 (centres undefined)	1	4	0.9	-12	7	-11	1609	5	0.23	1	-12
CC(=O)Nc1ccccc1OCC(=O)N(Cc1ccccc1)C(C)C	0.9	5	0.9	1	11	-7	1590	-9	x	1	0
CNc1c([N+](=O)[O-])cnn1-c1ccccc1F	0.9	-9	1	-5	2	-13	1596	11	-0.33	0.9	3
CCN(CC)CCNC(=O)Cn1c(C)cc2ccccc2c1=O	1	3	0.9	2	7	x	1595	-2	0.67	1	-1
COc1cc(/C=N/NC(=O)C(Cc2c[nH]c3ccccc23)NC(=O)OCC(C)C)cc([N+](=O)[O-])c1OCc1ccccc1 (centres undefined)	0.9	-6	0.3	-1	71*	-27	1601	15	x	0.5	-3
O=C(O)c1cccc(Nc2ncnc3c2cnn3-c2ccccc2)c1	1	-2	0.9	-2	9	x	1567	2	-0.8	1.1	6
O=C(CN1CCc2ccccc2C1)NC1CCCC1	1	9	1	4	1	-13	1604	-5	1	1.1	3
O=C1CC(c2ccccc2)CC2=C1C(c1ccccn1)Nc1ccccc1N2 (centres undefined)	1	-4	0.8	2	20	x	1365	3	-2.4	1	3
COc1cc2c(cc1O)CC[n+]1cc3c(OC)c(OC)ccc3cc1-2	1	2	1.1	6	-8	-2	1242	16	1	0.6	-2
Cc1ccc(-c2nc(C)sc2CC(=O)OCC(=O)Nc2c(F)cccc2F)cc1	0.9	-4	0.8	5	18	-15	1541	-6	-0.3	0.9	-1
CCc1ccc(NC(=O)c2cnn3ccccc23)cc1	1	0	0.8	8	21	x	1618	3	x	1	7
CCCCCc1nc2c(C#N)c(-c3ccc(Cl)cc3)ccn2n1	1	4	1	-4	3	x	1535	7	x	1.1	-3
C1CCCCCC2(CCCCC1)OCC(CN1CCOCC1)O2 (centres undefined)	0.9	8	0.9	1	11	-3	1583	16	x	1	0
COc1ccc2c(c1)cc1n2CCN=C1NCCO	1	4	0.9	4	12	x	1589	1	-0.3	1	4
COc1ccc(OC)c(NC(=O)C2CCCN(S(=O)(=O)c3c(C)noc3C)C2)c1 (centres undefined)	0.9	-8	0.9	1	7	-15	1549	2	x	0.8	-9
CC(C)C1COC(c2cccn2Cc2ccccc2Cl)=N1 (centres undefined)	1	3	0.9	-3	7	-11	1536	5	-0.0038	1.1	1
O=C(CSc1nnnn1-c1ccc(O)cc1)Nc1cccc(S(=O)(=O)N2CCCC2)c1	0.9	-1	0.9	6	13	x	1415	8	0.28	0.9	0
CCOc1ccc(/C=N/NC(=S)Nc2c(C)cccc2C)cc1	1.1	2	1	-7	-5	x	1486	-2	1.7	1.1	4
Cc1ccc(SCCC(=O)Nc2ccccc2C(=O)NC(C)C)cc1	0.8	2	0.8	5	16	-28	1654	11	x	1	0
COc1ccc(CNC(=O)/C=C/C(=O)O)cc1OC	1.2	-3	1.2	0	-24	-3	1456	15	0.0015	1.1	-3
Cc1ccc2cccc(NC(=S)NC(=O)c3ccnn3C)c2n1	0.9	3	1	2	4	x	1666	3	x	0.7	-8
CC(C)(C)n1nc2c(c1NC(=O)CCCc1ccccc1)CS(=O)C2 (centres undefined)	1	-2	0.9	-6	9	-15	1660	4	x	1	-4
CCc1c(O)cc2n(c1=O)-c1ccccc1C2(C)C	0.9	0	0.8	0	21	x	1500	11	1.1	0.9	12
C#CC[N+]1(CC#Cc2ccc(C)cc2)CCCCC1	1	-5	1.1	6	-8	12	1461	-12	-0.58	1.1	-1
CC12C(=O)N(c3ccccn3)C(=O)C1C1C=CC2C1 (centres undefined)	1	4	0.9	12	5	-25	1644	1	x	1	9
COC(=O)c1ccc(CSc2nc3c(cnn3-c3ccc(C)cc3)c(=O)[nH]2)o1	1	1	0.9	3	14	-2	1688	-2	0.15	0.9	1
COc1ccc(/C=C/C(=O)c2ccoc2)cc1	0.9	4	0.9	-8	8	x	1460	14	x	1	3
CCOC(=O)N1CCN(S(=O)(=O)c2ccc3[nH]c(=O)sc3c2)CC1	1	11	1	18	5	-78	1661	0	x	1	3
CCN(CC)C(=O)C1=C(C)NC(=O)NC1c1c(F)cccc1Cl (centres undefined)	0.9	-1	0.8	6	17	x	1529	-2	-0.17	0.8	-16
CCS(=O)(=O)N1CCC(C(=O)NCc2ccco2)CC1	1	6	1	-5	5	5	1576	-3	x	1	-11
Cn1nccc1C(=O)Oc1ccc(/C=N/NC(=O)c2ccccc2O)cc1	1	9	1	-1	4	7	1638	4	0.91	0.9	5
O=C(OCn1ncc(Cl)c(Cl)c1=O)c1ccc(F)cc1	1	8	1.1	10	-7	x	1635	5	x	1.1	6
